Screens deposited in PubChem by several laboratories.
Mcl1 Bid PPI: Mcl-1/Bid binding inhibitors, primary screen, biochemical, TR-FRET, 1536-well; TR-FRET Mcl-1/Bid-Dy647 peptide binding; inhibition, % at 21.7 µM; 0.97% of 220,000 active; AID 1021, 2008;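 active = compounds that cut the binding signal by more than half at the single screening dose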;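 note: His-tagged Mcl-1 with europium anti-His antibody binding Bid BH3 peptide; 0% = Mcl-1 plus peptide wells and 100% = peptide-only wells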
Target sequence (Q07820 whole entry, looked up): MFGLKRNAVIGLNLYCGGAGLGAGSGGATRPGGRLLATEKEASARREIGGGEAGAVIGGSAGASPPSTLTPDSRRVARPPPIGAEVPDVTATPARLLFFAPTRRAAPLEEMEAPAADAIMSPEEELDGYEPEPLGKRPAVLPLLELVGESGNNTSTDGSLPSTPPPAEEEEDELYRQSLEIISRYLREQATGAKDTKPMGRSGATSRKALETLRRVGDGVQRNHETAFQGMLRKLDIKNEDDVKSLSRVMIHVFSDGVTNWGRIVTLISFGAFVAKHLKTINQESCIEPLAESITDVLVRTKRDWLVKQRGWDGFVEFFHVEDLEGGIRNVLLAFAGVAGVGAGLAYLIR
Bcl-2 Bim block: inhibitors of Bim-Bcl-2 binding, primary screen, biochemical, multiplexed, human Bcl-2 family; 0.06% of 190,000 active; inhibition, % at 10 µM; Bead-based flow cytometry, Bim peptide-Bcl-2 binding; Apoptosis regulator Bcl-2 (Homo sapiens), P10415; in the data active = inhibition above about 40%; inconclusive = no clear call, values can overlap the other calls;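 note: 0% = no compound wells with probe peptide and 100% = reference peptide inhibitor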
Mcl1-Noxa inh: Mcl-1/Noxa binding inhibitors, primary screen, biochemical, TR-FRET, 1536-well; Induced myeloid leukemia cell differentiation protein Mcl-1 (Homo sapiens), Q07820; TR-FRET Mcl-1/Noxa peptide binding, 2 h; inhibition, % at 21.7 µM; 1.5% of 220,000 active;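 active = compounds that cut the protein-peptide binding signal by more than 50% relative to plate controls in a single-dose test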;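 note: His-tagged Mcl-1 with rhodamine Noxa BH3 peptide and terbium anti-His antibody; 0% = Mcl-1 plus Noxa peptide wells and 100% = peptide-only wells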
Bim-Bcl-W: inhibitors of Bim binding to Bcl-W, primary screen, biochemical, multiplexed, bead-based flow cytometry; Bcl-2-like protein 2 (Homo sapiens), Q92843; 0.02% of 190,000 active; Bim peptide-Bcl-W binding; inhibition, % at 10 µM;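 note: 0% = bound tracer without compound and 100% = peptide blocker; higher means less fluorescent Bim peptide bound to Bcl-W beads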
Bfl-1 Bim block: inhibitors of Bim binding to Bfl-1, primary screen, biochemical, multiplexed, bead-based flow cytometry; inhibition, % at 10 µM; Bcl-2-related protein A1 (Homo sapiens), Q16548; Bim-Bfl-1 binding inhibition; AID 1008, 2008; 0.12% of 190,000 active;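 note: 0% = wells without compound plus tracer and 100% = blocker peptide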
Mcl-1 Bim block: inhibitors of Bim peptide binding to Mcl-1, primary screen, biochemical, bead-based flow cytometry, multiplex; 0.1% of 190,000 active; Bim peptide-Mcl-1 binding; Induced myeloid leukemia cell differentiation protein Mcl-1 (Homo sapiens), Q07820; inhibition, % at 10 µM;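 note: 0% = no compound tracer wells and 100% = peptide blocker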
RGS7-Gao reg: RGS7-Galphao binding modulators, primary screen, biochemical, multiplexed bead flow cytometry; Guanine nucleotide-binding protein G(o) subunit alpha (Homo sapiens), P09471; actives lie on both sides; binding response (% of control), % at 10 µM; 0.35% of 220,000 active; in the data active = binding response below about 49% or above about 150%; inconclusive = no clear call, values can overlap the other calls; inactive = in between;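 note: fluorescent Galphao held in activated GDP-AlF4 state binding bead-coupled RGS7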
Target sequence (P09471 whole entry, looked up): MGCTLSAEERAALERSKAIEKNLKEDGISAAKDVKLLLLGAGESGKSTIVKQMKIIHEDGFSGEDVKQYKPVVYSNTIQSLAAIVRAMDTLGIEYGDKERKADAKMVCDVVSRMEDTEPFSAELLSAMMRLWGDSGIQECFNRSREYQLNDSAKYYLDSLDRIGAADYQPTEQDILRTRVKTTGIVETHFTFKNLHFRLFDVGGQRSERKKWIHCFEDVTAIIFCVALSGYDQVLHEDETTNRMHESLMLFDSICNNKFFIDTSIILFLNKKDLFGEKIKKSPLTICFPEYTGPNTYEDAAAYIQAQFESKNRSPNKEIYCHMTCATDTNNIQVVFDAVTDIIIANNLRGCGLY
Bim-Bcl-B: inhibitors of Bim-Bcl-B binding, primary screen, biochemical, multiplexed, human Bcl-2 family; 0.073% of 190,000 active; Bcl-2-like protein 10 (Homo sapiens), Q9HD36; inhibition, % at 10 µM; bead-based flow cytometry, Bim peptide-Bcl-B binding;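 note: 0% = tracer peptide without compound and 100% = reference inhibitor peptide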
Target sequence (Q9HD36 whole entry, looked up): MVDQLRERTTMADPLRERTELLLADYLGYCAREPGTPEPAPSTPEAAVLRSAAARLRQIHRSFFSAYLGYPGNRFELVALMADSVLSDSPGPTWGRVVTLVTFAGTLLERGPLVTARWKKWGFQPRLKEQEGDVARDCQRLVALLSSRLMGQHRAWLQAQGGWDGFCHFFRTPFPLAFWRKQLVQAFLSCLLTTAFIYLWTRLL
Bcl-XL Bim block: inhibitors of Bim-Bcl-XL binding, primary screen, biochemical, multiplexed, bead flow cytometry, human Bcl-XL. inhibition, % at 10 µM. 0.04% of 190,000 active. Bcl-2-like protein 1 (Homo sapiens), Q07817. Bim peptide-Bcl-XL binding, fluorescence
RGS4-Gao reg: modulators of RGS4 binding to Galphao, primary screen, biochemical, multiplexed bead flow cytometry | binding response (% of control), % at 10 µM | actives lie on both sides | AID 1415, 2008 | Guanine nucleotide-binding protein G(o) subunit alpha (Homo sapiens), P09471 | 0.33% of 220,000 active; in the data active = binding response below about 49% or above about 150%; inactive = in between;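 note: fluorescent Galphao activated with aluminum fluoride binding bead-coupled RGS4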
RGS8-Gao: RGS8-Galphao binding modulators, primary screen, biochemical, multiplexed bead flow cytometry | Guanine nucleotide-binding protein G(o) subunit alpha (Homo sapiens), P09471 | actives lie on both sides | response (percent of control binding), % at 10 µM | 0.34% of 220,000 active | AID 1423, 2008; in the data active = response below about 60% or above about 140%; inactive = in between;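 note: Galphao activated as the GDP aluminium fluoride complex binding bead-coupled RGS8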
The depositor's hits bear a star; ? = inconclusive; . = no result given; [ ] = another dose, or the depositor's remark. Cut-off read from the data, not from the text of the source, unless noted: active = inhibition above about 40%.

SMILES	Mcl1 Bid PPI	Bcl-2 Bim block	Mcl1-Noxa inh	Bim-Bcl-W	Bfl-1 Bim block	Mcl-1 Bim block	RGS7-Gao reg	Bim-Bcl-B	Bcl-XL Bim block	RGS4-Gao reg	RGS8-Gao
Cc1ccc(S(=O)(=O)NCC(=O)OCC(=O)Nc2cccc(S(=O)(=O)NC3=NCCCCC3)c2)cc1	5	1	11	-2	-4	0	98	0	-2	99	100
O=C(COC(=O)c1ccccc1C(=O)c1ccc(Cl)cc1)NCC1CCCO1 (centres undefined)	-14	2	18	3	6	0	?	0	1	100	103
C=CCN1C(=O)C2C(C(=O)NCc3ccccc3)C3(C)C=CC2(O3)C1C(=O)NC(C)(C)C (centres undefined)	-10	-5	-3	1	-8	0	97	-5	-2	102	103
CCOC(=O)c1cnc(SC)nc1Oc1cccc(NS(=O)(=O)c2ccc(C)cc2)c1	-8	-14	-4	-2	-18	-4	99	-9	-5	100	103
Cc1ccc(NC(=S)Nc2ccc3cn[nH]c3c2)c(C)c1	-50	-2	5	-3	-5	0	?	-3	-3	101	101
CC(=O)c1cc(NC(=O)c2cccc(C(F)(F)F)c2)c(=O)oc1/C=C/N(C)C	-3	-11	2	-5	-20	-6	98	-14	-12	102	99
Cc1cc(NC(=O)Cc2ccccc2)no1	-3	0	-11	6	1	-4	105	25	0	105	106
COc1cc(/C=N/NC(=O)CC2C(=O)NN=C2C)ccc1O (centres undefined)	-62	.	-16	.	.	.	?	.	.	103	99
CC(O)CCC(=O)NNC(=S)Nc1ccccc1 (centres undefined)	-53	-5	-3	-2	-6	-6	104	-13	-6	102	100
N#CCCCSc1nnnn1-c1cccc(Cl)c1	0	-5	20	-2	-16	-1	106	-6	-6	108	104
O=C(CCCn1c(=O)[nH]c2cc(Cl)ccc2c1=O)NCCN1CCN(c2ccccc2)CC1	-23	-8	6	-1	-16	0	104	-1	-4	101	102
Cc1cccc(Nc2nc(NCc3ccco3)nc(N)c2[N+](=O)[O-])c1	-4	.	15	.	.	.	?	.	.	106	104

Single records, from the list above. Screens in order: Mcl1 Bid PPI, Bcl-2 Bim block, Mcl1-Noxa inh, Bim-Bcl-W, Bfl-1 Bim block, Mcl-1 Bim block, RGS7-Gao reg, Bim-Bcl-B, Bcl-XL Bim block, RGS4-Gao reg, RGS8-Gao
C=CCN1C(=O)C2C(C(=O)NCc3ccccc3)C3(C)C=CC2(O3)C1C(=O)NC(C)(C)C (centres undefined) in the list: -10, -5, -3, 1, -8, 0, 97, -5, -2, 102, 103
Cc1ccc(S(=O)(=O)NCC(=O)OCC(=O)Nc2cccc(S(=O)(=O)NC3=NCCCCC3)c2)cc1 in the list: 5, 1, 11, -2, -4, 0, 98, 0, -2, 99, 100

Next section.
SMILES	Mcl1 Bid PPI	Bcl-2 Bim block	Mcl1-Noxa inh	Bim-Bcl-W	Bfl-1 Bim block	Mcl-1 Bim block	RGS7-Gao reg	Bim-Bcl-B	Bcl-XL Bim block	RGS4-Gao reg	RGS8-Gao
O=C(/C=C/c1ccccc1)c1cc(Br)ccc(=O)c1O	-69	-1	34	9	6	-110	95	-36	12	93	97
COc1ccc(NC(=O)/C(Cl)=C(/Cl)S(=O)Cc2ccccc2)cn1 (centres undefined)	38	1	44	7	22	-4	109	-6	0	106	90
Cc1cc(NC(=O)CSc2ccc3nnc(-c4ccccc4)n3n2)no1	-16	-1	6	-1	-2	1	96	-2	0	95	98
CSc1nc2sc3c(c2c(=O)[nH]1)CCCC3	-36	0	0	5	-9	4	94	-1	-2	97	104
O=C(O)c1nc2nc(Cl)c(Cl)nc2[nH]1	18	.	19	.	.	.	?	.	.	111	107
Cc1ccc2[nH]cc(C(=O)CN3CCOCC3)c2c1	-4	-1	21	0	1	3	88	0	-2	88	93
O=C(Nn1c(-c2ccccc2)nc2ccccc2c1=O)c1ccco1	-9	1	7	0	1	2	96	4	-1	106	105
O=C(CN1CCN(c2ncccn2)CC1)NCc1ccccc1	4	-5	-22	-1	-12	-2	86	-5	0	87	90
CC1CCN(C(C(=O)O)c2ccccc2)CC1 (centres undefined)	-13	-1	4	-5	-7	0	102	-3	-3	103	101
COC(=O)c1ccc(NC(=O)c2ccccc2SC)cc1	1	-3	6	-3	0	0	102	-1	-4	101	102
COCCNC(=O)/C(C#N)=C/c1ccc(N2CCOCC2)o1	-11	0	-1	0	-1	2	99	-4	0	104	104
CCCCn1c(/N=C/c2cc(OC)ccc2O)nc2ccccc21	-1	0	-6	-5	0	4	100	0	-7	99	101
CCCCC(=O)N1CCCC(c2nc3c(nnn3Cc3cc(C)ccc3C)c(=O)[nH]2)C1 (centres undefined)	11	-2	23	1	-5	-1	105	-2	-4	103	105
CCOC(=O)C(C)C1(O)c2ccccc2-c2ncccc21 (centres undefined)	-13	0	9	-1	-3	-5	102	-2	-4	103	100
O=C(NC(=S)Nc1ccccc1)c1ccc(Br)o1	-33	-1	-2	0	-6	-1	96	-9	-3	100	101
CC(Oc1ccccc1)C(=O)Nc1ccc(S(=O)(=O)NCC2CCCO2)cc1 (centres undefined)	-15	-5	-6	-1	-2	-6	108	-8	-7	105	108
O=C(O)C1CC(=O)N(c2ccc(OCc3ccccc3Cl)cc2)C1 (centres undefined)	-3	-5	8	2	-15	0	99	-4	-3	101	101
CC(C)CC(=O)NCc1ccc2[nH]c3c(c2c1)CCCC3	-39	4	0	5	0	3	103	1	2	102	101
COc1cc(Nc2ncnc(N)n2)cc(OC)c1	-8	.	0	.	.	.	?	.	.	97	102
CCN(CC)C(=O)Cn1cc(C(=O)C(=O)NCCCn2ccnc2)c2ccccc21	-3	-3	5	0	-6	0	98	-2	-4	94	99
CN(C(=O)CSc1nnc(C(F)(F)F)n1N)C1CCS(=O)(=O)C1 (centres undefined)	-58	.	14	.	.	.	?	.	.	96	101
O=C(CCS(=O)(=O)Cc1ccccc1)NC1CCCCC1	-9	-1	4	-3	-3	-4	103	0	-2	94	99
COc1ccc(C(c2sc3nc(C)nn3c2O)N2CCC(C(N)=O)CC2)cc1OC (centres undefined)	-26	-7	5	2	-9	0	99	-4	-1	101	100
CCCCN(CCCNC(=O)c1c(C)cc(=O)oc1C)c1ccccc1	-24	-9	1	-1	-23	-7	99	-9	-11	96	98
O=C(NCCc1ccccn1)c1cc(-c2ccc(Cl)c(Cl)c2Cl)nc2ccccc12	14	-8	7	-2	-2	0	93	-9	-4	100	99
CCN(CC)c1ccc(NC(=O)Cn2c(C(C)NC(=O)c3ccccc3)nc3ccccc32)cc1 (centres undefined)	35	8	37	4	7	4	93	3	0	95	103
COc1cc(NC(=O)c2cc3c(C)nc4ccccc4c3o2)cc(OC)c1OC	-20	-12	56*	3	-15	-1	100	-7	0	99	102
O=C(Cn1cnc2c(nnn2-c2ccc(F)cc2)c1=O)NCc1ccco1	-13	0	28	-1	-1	-6	96	-1	-4	97	100
Cc1cccc(N=Cc2[nH]c3ccc(Br)c(Cl)c3c2O)c1	24	0	62*	3	9	-3	153*[activator]	-19	-5	142	104
O=C(C(=O)N1CCCC1CO)N1CCCC1CO (centres undefined)	-11	-2	-10	-7	-4	-9	99	-4	0	101	102
O=C(O)c1ccccc1C1Nc2ccccc2C(=O)N1CCCN1CCOCC1 (centres undefined)	8	.	2	.	.	.	?	.	.	105	103
Cc1ccc(NC(=O)CCNS(=O)(=O)c2ccc3c(c2)c(=O)n(C)c(=O)n3C)cc1C	11	-3	19	-1	-7	-1	101	0	0	100	100
COc1cc(CNc2cc(C)ccc2C)cc(OC)c1OC	-32	-6	8	0	-4	-1	91	0	0	92	94
O=C(NCCN1CCc2ccccc2C1)Nc1ccc(F)cc1	-17	-4	-14	-3	-10	2	99	-5	-6	99	102
COC(=O)c1cc(COc2ccc3oc(C)c(C(=O)OC(C)C)c3c2)c(C)o1	8	-14	13	1	-10	-3	103	-8	-4	100	103
Cc1ccccc1OCCNc1ccc(C(F)(F)F)cc1[N+](=O)[O-]	-3	-5	30	-4	-7	0	108	-4	-2	100	101
CN(C)c1ccc(NC(=O)c2ccc([N+](=O)[O-])cc2Cl)cc1	-19	-1	74*	-1	0	-4	101	-3	-4	101	102
CCc1cccc(CC)c1NC(=S)/C(=C(\[O-])c1ccc(Cl)s1)[n+]1ccccc1	-22	-2	15	-1	0	-4	?	-9	-6	102	99
CC(C)NC(=O)c1ccccc1NC(=O)Cc1ccc([N+](=O)[O-])cc1	-20	1	8	-2	0	1	?	-4	-7	99	99
O=C(NCCCN1CCOCC1)c1cc2cc(Br)ccc2oc1=O	2	0	15	1	0	0	103	0	-2	104	100
Cc1ccc(N2C(=O)c3ccc(C(=O)N4CCOCC4)cc3C2=O)cc1C	-4	3	4	1	2	1	96	3	0	98	81
CC(C)c1ccc(CN2CCC(C(=O)NCc3cccnc3)CC2)cc1	43	-1	31	1	-2	1	103	-3	-3	104	101
O=C(CSCc1ccc([N+](=O)[O-])cc1)NN=C1CCCCCC1	-4	5	-6	4	3	5	104	0	1	96	95
Cc1cc(Oc2ccc([N+](=O)[O-])cc2)nc(N2CCOCC2)n1	-7	.	-2	.	.	.	?	.	.	96	99
COC(=O)c1cnc(NNS(=O)(=O)c2ccc(Cl)cc2)nc1C(F)(F)F	10	.	-13	.	.	.	?	.	.	104	104
CCOC(=O)N/N=C/c1c[nH]c2ccccc12	-41	-3	4	-6	-4	0	98	-5	-4	100	95
Cc1ccc2c(c1)NC(=O)C(CC(=O)NCc1ccc(F)cc1)O2 (centres undefined)	-20	-4	22	1	-9	0	104	-7	-2	101	102
COc1ccccc1-c1nnc(SC(C(=O)c2c[nH]c3ccccc23)c2ccccc2)n1C (centres undefined)	-3	-10	-1	-2	-8	-3	100	-4	-3	101	104
C=CCOc1ccc(C=Nc2ccc(C)c(Cl)c2)c(O)c1	-25	-1	17	-2	0	0	100	-1	-3	104	101
O=Nc1c(O)n(Cc2ccc(Cl)cc2Cl)c2ccccc12	-3	-2	-10	-3	0	5	98	-4	-1	99	101
CCOC(=O)Cn1nnc(-c2ccccc2)n1	-14	-9	1	-2	0	0	101	-6	-3	103	103
CS(=O)(=O)N1CCN(C(=O)Nc2ccccc2)CC1	-3	3	14	-4	6	0	90	1	2	97	99
CCOC(=O)c1nn(C23CC4CC(CC(C4)C2)C3)c2c1C(=O)N(c1ccc(C)cc1)C2=O	-18	-1	9	0	1	0	100	2	0	104	101
CC1CCCN(Cc2nc(Cc3ccccc3Cl)no2)C1 (centres undefined)	-4	-5	1	-8	-7	-6	97	-8	-8	96	100
CCOC1=NC(C(=O)O)c2ccccc2/C(=C(/C)Cl)N1 (centres undefined)	-5	0	17	-5	-1	-6	95	-4	-5	98	101
